pPAFAH FP inh: pPAFAH (human) enzyme inhibition; 330,000 tested, 1.5% active; Q13093; recombinant pPAFAH, FP-rhodamine probe fluorescence polarization; inhibition, % at 3.39 µM;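 active means inhibition above the mean inhibition across the screen plus 3 SD, cut at about 25% in these data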;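 further: inhibitors block binding of the rhodamine activity-based probe so polarization drops; 0% = enzyme with DMSO and 100% = wells lacking pPAFAH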
Fam108B inh: Fam108B inhibition, counter-screen for RBBP9 inhibitors; 300,000 tested, 0.33% active; AID 1947; recombinant Fam108B, FP-Rh probe fluorescence polarization; inhibition, % at 9.51 µM;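 active means inhibition above the screen mean inhibition plus 3 SD, computed separately per campaign, cut at about 18% in these data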;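 further: inhibitors lower polarization as less probe binds the enzyme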
PME-1 inh: blocks human protein phosphatase methylesterase 1; inhibition, % at 5.9 µM; 320,000 tested, 0.53% active; recombinant PME-1, FP-Rh probe fluorescence polarization; Q9Y570; AID 2130;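 active means inhibition above the campaign mean of all compounds plus 3 SD, cut at about 26% in these data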;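 further: competitive labeling of PME-1 active site by serine hydrolase directed probe; 0% = PME-1 with DMSO and 100% = wells lacking PME-1 enzyme; inhibitors block probe labeling so polarization falls and inhibition rises; many of its hits are not listed in these tables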
Target sequence (Q9Y570 whole entry, looked up): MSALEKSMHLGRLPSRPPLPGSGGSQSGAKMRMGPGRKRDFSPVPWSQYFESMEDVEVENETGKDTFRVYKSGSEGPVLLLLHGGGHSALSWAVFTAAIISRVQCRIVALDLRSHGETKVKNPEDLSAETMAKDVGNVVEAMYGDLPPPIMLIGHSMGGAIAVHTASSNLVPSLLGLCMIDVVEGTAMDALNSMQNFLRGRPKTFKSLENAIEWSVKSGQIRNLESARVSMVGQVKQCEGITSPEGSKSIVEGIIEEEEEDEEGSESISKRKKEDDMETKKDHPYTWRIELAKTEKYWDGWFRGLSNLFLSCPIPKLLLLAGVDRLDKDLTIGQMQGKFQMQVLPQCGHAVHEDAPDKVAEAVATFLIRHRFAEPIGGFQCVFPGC
AHR act: activators of human aryl hydrocarbon receptor | P35869 | AHR-responsive luciferase reporter cells, luminescence | activation, % at 5 µM | 320,000 tested, 2.5% active; in the data active means activation above about 47%;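 further: 0% = vehicle wells and 100% = reference agonist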
BCLXL inh: Bcl-xL (human) inhibition; Q07817; GST-Bcl-xL / FITC-Bim BH3 peptide fluorescence polarization; inhibition, % at 10.9 µM; 320,000 tested, 0.7% active;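 active means inhibition above the mean of all tested compounds plus 3 SD, cutoff set per campaign, cut at about 30% in these data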;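 further: 0% = DMSO wells and 100% = unlabeled Bim-BH3 peptide competitor; inhibitors lower millipolarization by displacing the labeled peptide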
Target sequence (Q07817 whole entry, looked up): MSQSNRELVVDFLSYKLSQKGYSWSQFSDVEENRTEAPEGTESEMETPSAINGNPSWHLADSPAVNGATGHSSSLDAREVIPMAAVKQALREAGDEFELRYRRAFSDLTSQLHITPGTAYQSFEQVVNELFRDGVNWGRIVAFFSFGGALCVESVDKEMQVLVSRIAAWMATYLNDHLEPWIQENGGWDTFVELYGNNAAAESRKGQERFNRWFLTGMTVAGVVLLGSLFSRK
MEX-5 binding: C. elegans MEX-5 TCR-2 RNA binding activity; Q9XUB2; MEX-5/FITC-TCR2 RNA binding, fluorescence polarization; hits give low values; activity score (negative = inhibition of binding), % at 10 µM; 300,000 tested, 0.38% active;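 active means inhibition past about -25% in most replicates, and total fluorescence under double the plate's negative control median, limit read from the data; inconclusive means replicates evenly split on the limit, or fluorescence at least double controls; inactive means too little inhibition in most replicates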;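 further: 0% = DMSO and -100% = 5 µM competing unlabeled TCR2 RNA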
GLD-1 TGE inh: GLD-1-TGE RNA interaction inhibition (C. elegans); purified GLD-1 + fluorescein TGE RNA, fluorescence polarization; inhibition, % at 5.96 µM; 320,000 tested, 0.44% active; Q17339;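 active means percent inhibition above a per-plate cutoff, the plate mean of test compounds plus 3 SD, cut at about 30% in these data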;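 further: 0% = DMSO wells with GLD-1 and probe and 100% = wells lacking GLD-1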
PAFAH1B2 inh: blocks human PAF acetylhydrolase 1b catalytic subunit 2 | P68402 | recombinant PAFAH1B2, FP-rhodamine activity probe, fluorescence polarization | inhibition, % at 3.39 µM | 340,000 tested, 1.2% active;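 active means inhibition above the mean of all tested compounds plus 3 SD, cut at about 24% in these data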;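 further: 0% = enzyme with DMSO and 100% = wells lacking PAFAH1B2; many of its hits are not listed in these tables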
MCL1 BIM primary: MCL1-BIM-BH3 interaction inhibition (human). inhibition, % at 10.9 µM. GST-MCL1 / FITC-Bim-BH3 fluorescence polarization. 320,000 tested, 0.68% active. AID 2057. Q07820;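 active means inhibition above the mean inhibition of all tested compounds plus 3 SD, set per campaign, cut at about 40% in these data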;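 further: 0% = DMSO wells and 100% = unlabeled Bim-BH3 peptide control; higher means more loss of mP so more displacement of Bim peptide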
Target sequence (Q07820 whole entry, looked up): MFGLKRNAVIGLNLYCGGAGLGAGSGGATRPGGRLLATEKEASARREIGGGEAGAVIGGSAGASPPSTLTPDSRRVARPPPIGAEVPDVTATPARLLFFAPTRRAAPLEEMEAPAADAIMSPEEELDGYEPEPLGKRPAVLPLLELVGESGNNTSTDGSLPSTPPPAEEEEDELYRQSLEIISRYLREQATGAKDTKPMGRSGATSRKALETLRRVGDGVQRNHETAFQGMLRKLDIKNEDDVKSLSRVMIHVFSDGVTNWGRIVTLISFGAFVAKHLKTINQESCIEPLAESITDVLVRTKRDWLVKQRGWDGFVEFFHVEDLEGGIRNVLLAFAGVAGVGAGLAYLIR
* marks the source's active call; other numbers are inactive results; ? = inconclusive; . = not tested or not shown.

SMILES	pPAFAH FP inh	Fam108B inh	PME-1 inh	AHR act	BCLXL inh	MEX-5 binding	GLD-1 TGE inh	PAFAH1B2 inh	MCL1 BIM primary
O=C(Nc1ccc(S(=O)(=O)N2CCOCC2)cc1)C1CC1	3	2	-3	-2	0	4.6	5	6	4
Cc1nn(Cc2ccccc2Cl)c(C)c1N	2	7	-5	-2	11	0.5	-1	2	11
Cc1cccc(Nc2nc(-c3ccc(O)cc3O)cs2)n1	12	21*	21	37	4	3.7	6	1	12
CN1CCN(C(=O)C2CCCN(S(=O)(=O)c3ccc(F)cc3)C2)CC1 (stereo unspecified)	3	2	-5	0	4	-0.1	5	3	10
COc1cccc(CC(=O)Nc2nc(-c3cc(OC)ccc3OC)cs2)c1	4	-5	4	-6	-1	-0.2	-3	7	-3
O=C(CSc1nnc(-c2ccc(S(=O)(=O)N3CCOCC3)cc2)o1)c1ccccc1F	-1	1	3	0	4	-0.3	3	2	4
COC(=O)c1ccc(Cl)c(NC(=O)CN(c2ccc(OC)cc2)S(=O)(=O)c2ccccc2)c1	0	-5	0	2	6	-1.5	-1	0	3
COc1cc2[nH]c(=S)n(CC3CCCO3)c(=O)c2cc1OC (stereo unspecified)	1	-2	5	8	4	0.1	0	-9	2
CC(=O)c1cccc(NC(=S)N2CCC(Cc3ccccc3)CC2)c1	-6	-2	-1	3	3	-0.3	-1	0	5
Cc1ccccc1N(C)C(=O)c1coc(=O)c2ccccc12	5	-3	-5	-5	0	-0.6	2	1	-10
CCOc1ccc(NC(=O)COC(=O)CC2CCCCC2)cc1	16	.	-1	0	1	.	6	3	0
O=C(O)c1cc(S(=O)(=O)Nc2ccc3cn[nH]c3c2)ccc1O	1	.	2	27	5	.	6	6	8
O=[N+]([O-])c1ccccc1/C=N/Nc1nc(N2CCCC2)nc(N2CCCC2)n1	10	-1	0	51*	6	.	-2	2	2
COc1ccccc1CNC(=O)Cn1nc(C)c([N+](=O)[O-])c1C	7	1	6	2	3	1.6	1	2	-4
COC(=O)c1c(NC(=O)CCC(=O)O)sc(Cc2ccccc2)c1C	11	-3	-1	-1	2	1.5	-8	5	2
O=C(OCCc1cc2ccccc2c(=O)o1)c1ccc(F)cc1	-2	.	4	0	2	.	6	0	7
NS(=O)(=O)c1ccc(CNC(=O)C(c2ccccc2)c2ccccc2)cc1	3	5	-3	1	3	-0.2	2	1	6
O=C(NC(=S)Nc1ccccc1[N+](=O)[O-])c1cncc(Br)c1	5	3	1	19	3	0.4	4	3	6
CN(C)c1ccc(S(=O)(=O)N2CCCCC2)cc1NC(=O)C1=COCCO1	1	4	3	3	4	-0.5	-1	1	3
Cc1cc(C)cc(OCC(=O)Nc2ccc3c(c2)OCO3)c1	2	0	6	19	3	-3.3	0	0	4
CC(C)c1c(O)c2c(n(-c3ccccc3)c1=O)CCCC2	5	-1	-7	1	-1	1.3	-3	8	4
Cc1ccc(C(=O)N/C(=C/c2ccco2)C(=O)NCCc2c[nH]c3ccccc23)cc1C	5	1	-7	15	-1	2.0	-1	1	-5
COc1ccc(-c2cc(=O)oc3cc(OCC(=O)NCc4ccccn4)ccc23)cc1	2	3	12	15	0	-3.5	-4	-1	-1
CCN1C(=O)[C@@H]2[C@@H](c3ccc(-c4ccc(C(C)=O)cc4)c(OC)c3)N3CCC[C@@]3(C(=O)OC)[C@@H]2C1=O	-1	-3	-4	-2	1	.	-5	2	5
CCc1cccc(OCC(O)Cn2c(N3CCCCC3)nc3c2c(=O)[nH]c(=O)n3C)c1 (stereo unspecified)	0	5	2	8	-5	2.3	7	6	-9
COC(=O)c1ccc(C)c(NC(=O)CSc2sc3c(O)cc(=O)[nH]c3c2C#N)c1	20	-3	-21	5	19	0.3	-3	12	26
COc1ccc2oc(=O)c(C(=O)NCCc3ccc(OC)c(OC)c3)cc2c1	-5	2	-4	0	7	-1.7	4	2	3
O=c1c(Cc2ccc(Cl)cc2)c(O)ccn1Cc1cccs1	7	0	1	1	7	-1.7	0	9	1
Cc1ccc(C2=NN(CCC(=O)NCc3ccc4c(c3)OCO4)C(=O)CC2)cc1	4	0	6	15	3	3.1	-1	10	1
COc1cc(/C=N/NC(=O)c2cc(-c3ccccc3C)nc3ccccc23)cc(OC)c1O	5	4	4	6	8	0.2	0	.	5
COC(=O)Cc1csc(Nc2ccc(Cl)cc2)n1	17	2	1	1	0	0.1	8	1	-3
S=C(c1ccc(N2CCOCC2)cc1)N1CCCCC1	-2	-2	0	3	2	1.5	-3	2	3
CCCC1CCC(C(=O)Nn2c(C)nc3ccccc3c2=O)CC1 (stereo unspecified)	-3	0	-8	1	3	-0.2	5	-1	1
CCOC(=O)c1cccc(NC2c3ccccc3C(=O)N2Cc2ccco2)c1 (stereo unspecified)	3	-3	8	2	3	-0.8	2	4	4
CC1CCCN(S(=O)(=O)c2ccc3c(c2)n(C)c(=O)c(=O)n3C)C1 (stereo unspecified)	0	0	-2	-1	-1	-1.1	-4	4	-4
COc1cccc(-c2cc(C(=O)O)[nH]n2)c1	3	0	7	9	1	-1.9	-6	3	4
O=C(NCC1CCCO1)c1cc2ccccc2o1 (stereo unspecified)	0	-2	6	6	0	0.5	10	3	-3
COc1ccc(NS(=O)(=O)c2ccc(C)c(C(=O)NCC(c3cccs3)N3CCOCC3)c2)cc1 (stereo unspecified)	2	1	4	3	-5	-1.8	4	-1	-8
CC(C)(C)OC(=O)N1CCC[C@H]1C(=O)N/N=C/c1ccc2nccnc2c1	2	1	-5	0	-2	0.3	-3	4	-5
Cc1ccc(-n2ncc3c(=O)[nH]c(SCC(=O)N4CCCC4)nc32)cc1C	7	0	0	-2	1	-2.5	7	9	5
O=C(CN1CCN(S(=O)(=O)c2ccc3ccccc3c2)CC1)NC(=O)NC1CCCCC1	3	-1	9	5	8	3.0	6	4	5
COc1ccccc1N1CCN(C(=O)c2ccc3[nH]c4c(c3c2)CC(C)CC4)CC1 (stereo unspecified)	17	3	13	34	-16	-1.6	1	1	-64
COc1ccc(Cl)cc1C(=O)NNC(=O)CSc1nncn1C	6	.	.	16	.	.	4	2	.
CN1CCN(c2ccc(C(=O)c3cn(-c4ccc(F)c(Cl)c4)nn3)cc2)CC1	3	-1	6	4	2	-1.6	0	0	3
Cc1nn(-c2ccccc2)c(C)c1/C=N/NC(=O)c1cc(C(C)(C)C)[nH]n1	3	1	2	8	-10	2.6	-2	9	-6
COc1ccc(NC(=O)C2CCCN2S(=O)(=O)c2ccc3c(c2)CCC(=O)N3)cc1 (stereo unspecified)	0	2	-5	-2	-1	0.3	-1	-4	-2
O=C1SCCC1NS(=O)(=O)c1ccc([N+](=O)[O-])cc1 (stereo unspecified)	-2	-2	-6	0	3	-3.0	8	3	15
O=C(OC1CCOC1=O)c1ccccc1C(=O)c1ccc(Cl)c([N+](=O)[O-])c1 (stereo unspecified)	2	.	3	0	6	.	0	-5	8
COCc1cc(N2CCCCC2)nc(-c2ccccc2)n1	1	0	-2	7	4	0.5	-3	4	0
COc1cc(SC)ccc1C(=O)OCC(=O)NCC(C)C	13	-2	6	0	0	-3.5	4	2	5
CCOC(=O)c1cccc(NC(=O)C2CCCN(S(=O)(=O)c3cnc[nH]3)C2)c1 (stereo unspecified)	4	1	0	1	0	1.9	-2	0	3
CC1CCN(c2c(NCC3CCC(C(=O)N4CCCC(C)C4)CC3)c(=O)c2=O)CC1 (stereo unspecified)	4	1	-2	-1	0	-0.7	3	0	-2
CCC1Nc2ncnc(N3CCOCC3)c2N(Cc2ccccc2)C1=O (stereo unspecified)	-1	2	-4	2	6	3.2	11	-1	6
CCOC(=O)c1ccc(S(=O)(=O)n2c(=O)oc3ccccc32)cc1	2	.	1	1	-2	.	-1	-2	0
Cc1ccc(NC(=O)CNC(=O)OCc2ccccc2)cc1C	-2	1	-7	3	3	3.3	-5	4	0
Cc1ccc(S(=O)(=O)c2nc(-c3ccc(F)cc3)oc2N2CCOCC2)cc1	4	0	0	-1	-3	-0.2	-3	5	-6
Clc1ccc(OCCOCCOc2cccc3cccnc23)c(Br)c1	-3	3	-1	14	-3	0.2	-5	2	-8
CCn1c(SCC(=O)NNC(=O)Cc2ccccc2)nnc1-c1ccncc1	-7	1	-1	2	1	-0.3	3	5	5
COC(=O)[C@H]1[C@H](C(=O)OC)[C@@H](C(=O)OC)N(c2ccc(OC)cc2)[C@@H]1C(=O)OC	3	5	-2	-1	-1	-0.6	4	3	6
O=C(NC1CCCC1)c1ccc(Cl)s1	-3	-2	-5	0	6	2.5	-5	1	9

Following part.
SMILES	pPAFAH FP inh	Fam108B inh	PME-1 inh	AHR act	BCLXL inh	MEX-5 binding	GLD-1 TGE inh	PAFAH1B2 inh	MCL1 BIM primary
Cc1cc(C(=O)N/N=C/c2cccc([N+](=O)[O-])c2O)n[nH]1	7	4	4	21	5	?	-3	2	16
COc1ccc(N2CCN(C3CCCN(C(=O)CN4CCOC4=O)C3)CC2)cc1 (stereo unspecified)	6	-2	1	4	3	-4.8	5	-2	2
CC(C)(C)NC(=O)NC(=O)COc1ccccn1	3	2	-3	0	-3	-0.6	5	-1	-3
COc1ccc(S(=O)(=O)N2CCc3ccccc32)cc1C(=O)N1CCN(C=O)CC1	3	.	3	17	3	.	2	7	0
CC(=O)NC(=O)NC1CSCC1OC(C)=O (stereo unspecified)	-1	1	-9	-1	3	0.7	-1	4	4
Cc1ccc(NCC(O)Cn2cnc3c2c(=O)n(C)c(=O)n3C)cc1 (stereo unspecified)	-1	3	-1	11	6	-1.1	5	-3	3
CCc1nnc(NC(=O)CSc2nnc(C(C)NC(=O)c3ccccc3)n2C)s1 (stereo unspecified)	4	1	6	1	-7	-1.5	3	1	-9
COc1ccccc1CNC(=O)CC(NS(=O)(=O)c1ccc(C)cc1)c1ccco1 (stereo unspecified)	3	-5	-1	7	6	-0.2	6	6	7
CC12C=CC(=O)C=C1CCC1C2C(=O)C[C@@]2(C)C1CCC2(O)C(=O)CO (stereo partly specified)	0	5	-9	-2	10	-2.6	4	-3	7
CCCCNC(=O)CCn1nc(-c2ccccc2)c2ccccc2c1=O	-3	1	-1	-1	-5	0.0	4	0	-13
O=C(Nc1ccccc1C(=O)N1CCCCC1)c1cccs1	-6	-3	-7	2	-1	-0.5	-6	8	-6
COc1ccc2cc3cc(C(=O)N(C)C4CCCCC4)oc3nc2c1	8	-1	-5	-1	-3	.	-1	3	-3
Cc1ccc(SCCN2CCN(C)CC2)cc1	0	1	-2	1	4	-2.7	1	-5	7
O=C(CNc1ccc(F)cc1)c1ccccc1	7	-1	-3	-6	-6	0.4	5	-4	4
CCCCn1c(N)c(N(CCC(C)C)C(=O)c2ccc3c(c2)OCO3)c(=O)[nH]c1=O	-1	0	2	1	6	-0.9	7	-2	0

Arranged by count of non-hydrogen atoms (smallest number first): some entries from above.
SMILES	pPAFAH FP inh	Fam108B inh	PME-1 inh	AHR act	BCLXL inh	MEX-5 binding	GLD-1 TGE inh	PAFAH1B2 inh	MCL1 BIM primary
Cc1ccc(SCCN2CCN(C)CC2)cc1	0	1	-2	1	4	-2.7	1	-5	7
CC(C)(C)NC(=O)NC(=O)COc1ccccn1	3	2	-3	0	-3	-0.6	5	-1	-3
Cc1ccc(NCC(O)Cn2cnc3c2c(=O)n(C)c(=O)n3C)cc1 (stereo unspecified)	-1	3	-1	11	6	-1.1	5	-3	3

Source: PubChem BioAssay

An excerpt; rates above refer to the full screens.
